FID counter: counter-screen for HCV NS3 helicase inhibitors: DNA intercalator displacement. DNA fluorescent intercalator displacement, fluorescence. AID 1845. inhibition, % at 7.9 µM. 290,000 tested, 0.17% active; in the data active = inhibition above about 37%;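 also: 0% = vehicle and 100% = reference compound; higher means more ethidium bromide displaced from hairpin DNA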
PfM18AAP inh: blocks P. falciparum M18 aspartyl aminopeptidase | recombinant PfM18AAP, H-Glu-NHMec fluorogenic cleavage | inhibition, % at 7.35 µM | 290,000 tested, 1.2% active;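 active = inhibition above the campaign mean inhibition over all tested compounds plus 3 SD, cut at about 28% in these data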;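 also: 0% = plate median of test compound wells and 100% = 2 mM ZnCl2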
MEKK2mut PB1 HTS: signal of MEK5 binding to mutant human MEKK2 PB1 domain. bead flow cytometry, Alexa488-MEK5 binding to MEKK2 mutant. percent response, % at 10 µM. 290,000 tested, 0.35% active. AID 1530; in the data active = percent response above about 24%, passing the limit was not always enough; also: inactives centre near 1; some results filed as inactive read as strong as hits; reference of the scale not given here
OXTR ag: human OXTR agonism; CHO-OTR cells, Fluo-8 calcium fluorescence; normalized: DMSO 0%, oxytocin 100%; activation, % at 3 µM; 320,000 tested, 0.32% active;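 active = activation above the mean of all tested compounds plus 3 SD, cutoff set per screening run, cut at about 20% in these data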;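 also: peak over basal fluorescence ratio from a 100 s FLIPR kinetic read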
Target sequence (P30559 whole entry, looked up): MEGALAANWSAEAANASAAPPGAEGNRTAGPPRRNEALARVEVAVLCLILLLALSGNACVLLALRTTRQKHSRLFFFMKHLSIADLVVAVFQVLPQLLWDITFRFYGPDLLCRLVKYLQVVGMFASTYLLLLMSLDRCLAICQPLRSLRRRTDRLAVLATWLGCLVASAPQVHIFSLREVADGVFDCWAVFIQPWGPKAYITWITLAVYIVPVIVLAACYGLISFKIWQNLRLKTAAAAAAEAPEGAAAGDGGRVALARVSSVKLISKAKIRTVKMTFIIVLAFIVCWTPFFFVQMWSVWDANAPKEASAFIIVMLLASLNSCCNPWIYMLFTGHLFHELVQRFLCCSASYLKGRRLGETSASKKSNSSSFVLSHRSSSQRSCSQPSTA
NALP1 yeast inh: inhibitors of NALP1 inflammasome in yeast; S. cerevisiae NALP1/ASC/caspase-1 growth, X-gal OD620, 72 h; inhibition, % at 10 µM; 280,000 tested, 0.61% active; AID 2071; in the data active = inhibition mostly above about 24%, no sharp cut-off; inactive = mostly below about 32%; also: some compounds called inactive have numbers as strong as hits
MEKK3 PB1 HTS: raises or lowers MEK5 binding to the human MEKK3 PB1 domain | AID 1529 | Q99759 | bead-based flow cytometry, Alexa488-MEK5 binding to MEKK3; actives lie on both sides; 0 = blocked by unlabeled MEK5, 100 = vehicle | 290,000 tested, 1.4% active | binding response (% of control), % at 10 µM;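 active = binding response more than 3 SD above or below the average of its plate-row segment, actives on both sides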;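 also: Alexa488 bead fluorescence after subtracting the streptavidin-only scavenger bead signal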
MEKK2wt PB1 HTS: raises or lowers MEK5 binding to wildtype human MEKK2 PB1 domain; bead flow cytometry, Alexa488-MEK5 binding to MEKK2 WT; actives lie on both sides; binding response (% of control), % at 10 µM; 290,000 tested, 1.1% active; AID 1531; in the data active = binding response below about 67% or above about 130%
GPR7 antag: human neuropeptides B/W receptor 1 antagonism. P48145. GPR7-expressing cells, fluorescence antagonist assay. inhibition, % at 4.4 µM. 290,000 tested, 1.1% active. AID 1861; in the data active = inhibition above about 16%, passing the limit was not always enough;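 also: cells stimulated with the agonist NPW; 0% = agonist with vehicle and 100% = vehicle without agonist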
Target sequence (P48145 whole entry, looked up): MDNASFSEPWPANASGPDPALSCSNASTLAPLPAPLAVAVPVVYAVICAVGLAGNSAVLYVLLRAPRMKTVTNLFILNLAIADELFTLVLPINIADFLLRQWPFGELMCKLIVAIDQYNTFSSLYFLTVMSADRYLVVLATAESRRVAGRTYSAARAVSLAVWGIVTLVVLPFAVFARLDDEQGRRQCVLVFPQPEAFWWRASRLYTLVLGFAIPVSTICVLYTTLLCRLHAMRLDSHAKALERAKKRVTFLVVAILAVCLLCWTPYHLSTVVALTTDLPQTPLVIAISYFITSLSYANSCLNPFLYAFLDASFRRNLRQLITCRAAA
PHOSPHO1 block: inhibitors of human PHOSPHO1 phosphatase. 290,000 tested, 1.1% active. recombinant PHOSPHO1, absorbance phosphatase assay. inhibition, % at 13.3 µM; in the data active = inhibition above about 60%
Target sequence (Q8TCT1 whole entry, looked up): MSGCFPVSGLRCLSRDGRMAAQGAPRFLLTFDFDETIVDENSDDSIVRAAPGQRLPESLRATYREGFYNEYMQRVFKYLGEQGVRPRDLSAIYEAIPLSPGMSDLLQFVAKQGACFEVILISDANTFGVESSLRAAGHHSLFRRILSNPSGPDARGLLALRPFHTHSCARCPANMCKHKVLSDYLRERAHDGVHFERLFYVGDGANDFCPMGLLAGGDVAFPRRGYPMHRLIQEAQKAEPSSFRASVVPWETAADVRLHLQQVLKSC
Active calls of the source: *; x = not tested or not shown; [ ] = dose if it differs, or a comment.

SMILES	FID counter	PfM18AAP inh	MEKK2mut PB1 HTS	OXTR ag	NALP1 yeast inh	MEKK3 PB1 HTS	MEKK2wt PB1 HTS	GPR7 antag	PHOSPHO1 block
O=C1Nc2ccc(S(=O)(=O)NCCC3=CCCCC3)c3cccc1c23	-6	7	4	4.7	-9	99	99	-7	-3
C[C@H](NC(=O)[C@@H]1Cc2ccccc2CN1)C(=O)Nc1ccc2c(c1)OCO2	-4	-2	0	0.5	6	97	97	-18	33
COCCCNc1oc(-c2ccccc2F)nc1C#N	-4	-1	3	-0.4	2	101	106	-4	11
COc1cccc(-c2csc(N3CCN(C(=O)Nc4ccccc4OC)CC3)n2)c1	-16	-6	0	-2.2	1	99	96	-4	-7
COc1cccc(-c2cc(C(=O)Nn3cnnc3)c3ccccc3n2)c1	-11	64*	1	-1.4	2	99	99	8	9
Oc1ccccc1N1CCN(c2ncnc3sc(-c4ccccc4)cc23)CC1	-17	2	-2	-0.3	2	99	95	-13	-5
COc1ccc(C(C#N)=C2C=CC(=NO)C=C2)cc1	4	29*	0	-1.9	x	101	101	-6	-142
O=C(c1cccs1)N1CCCC(c2nc3c(nnn3Cc3ccccc3Cl)c(=O)[nH]2)C1 (stereo not given)	-41	0	5	-0.4	11	102	102	-7	22
CCOC(=O)c1ccc(-n2c(C)nc3c(cnn3-c3ccccc3Cl)c2=O)cc1	-29	-6	5	2.0	0	124*	117	1	12
CCOC(=O)N1CCN(C(=O)CCCn2nnnc2CN2CCC(C)CC2)CC1	-27	-3	2	-0.1	7	103	100	-3	20
CC(=O)Nc1ccc(NC(=O)CSc2nc3nc(-c4cccs4)cc(C(F)(F)F)c3c(=O)[nH]2)cc1	-1	0	-4	-0.1	x	103	96	-7	-20
Cc1cc(C(F)F)n2nc(C(=O)Nc3ccccc3Br)nc2n1	-1	-4	2	-0.4	22	105	103	-26	-10
CC(=O)c1cccc(Nc2nc(=O)c3cccnc3s2)c1	-4	2	2	-0.4	1	101	99	-1	16
CCC(=O)N1CCc2cc(Br)cc(S(=O)(=O)N(C)c3ccc(OC)cc3OC)c21	-35	0	2	-1.0	-2	100	105	8	-4
O=C(Nc1ccc(Cl)cn1)c1ccccc1SCc1ccccc1	-14	-3	0	-0.5	0	104	107	0	14
O=C(Nc1nnc(S(=O)(=O)N2CCCCCC2)s1)c1cccc(Br)c1	-22	1	3	8.6	18	102	101	1	5
COc1cc(-c2nc3ccccn3c2/N=C/c2cc(OC)c(OC)c(OC)c2)ccc1O	-1	7	1	-0.4	x	99	100	-12	x
COc1ccc(C(=O)Nc2ccc(C(=O)N3CCCCC3)cc2)cc1OC	-32	-2	0	1.5	-2	102	102	-14	47
C=CCn1c(SCC(=O)N2CCc3ccccc3C2)nc2ccccc2c1=O	-4	-3	2	-2.6	3	100	98	-10	29
Cc1oc(C)c(C(=O)O)c1C(=O)O	5	-3	-15	0.3	11	45*[inhibitor]	55	-12	39
Cc1cc(/C=C2\SC(=S)NC2=O)c(C)n1C1CC1	-10	14	x	1.4	7	x	x	1	-73
O=C(/C=C/c1ccco1)NCC(=O)N/N=C/c1ccc(Cl)cc1	-15	-6	-3	-1.2	-7	104	98	-3	32
Cc1oc(-c2ccccc2F)nc1CS(=O)(=O)CC(=O)N1CCc2ccccc21	-6	-2	4	-0.9	34	96	95	-4	-18
Cn1c(-c2ccc([N+](=O)[O-])cc2)nc2ccccc21	-3	-2	-5	-1.7	-1	107	102	12	4
CCCc1cc(=O)oc2c(CN3CCCC3)c(O)ccc12	3	0	2	0.6	-14	101	107	-3	-4
O=C(CSCc1cnn(-c2ccccc2)c1-n1cccc1)NCc1cccnc1	-20	4	4	0.4	9	104	107	-6	-20
COc1ccc(-c2cn[nH]c2-c2ccc(OCc3ccccc3)cc2O)cc1	-11	-5	-1	0.6	x	102	98	-16	22
CCOc1ccccc1N1CC(C(=O)Nc2c(C)n(C)n(-c3ccccc3)c2=O)CC1=O (stereo not given)	-8	-2	-7	-0.4	-9	100	93	-1	11
CCn1ccnc1CNC(=O)CC1C(=O)NCCN1Cc1ccccc1F (stereo not given)	12	-2	-14	1.5	17	97	86	14	-34
CC(=O)Nc1cc(OC(=O)c2ccco2)cc(OC(=O)c2ccco2)c1	-13	-16	-1	-0.2	20	91	104	0	7
Cc1cccc(OCC(=O)NCc2cc(C)nc3ccccc23)c1	-11	-1	-11	2.0	11	91	82	-7	-12
c1ccc(-c2csc(N3CCN(c4ccccn4)CC3)n2)cc1	-12	1	5	-1.2	10	104	99	-6	-17
O=c1c2ccccc2nc(-c2ccco2)n1-c1nc2ccccc2s1	0	0	2	-1.6	-7	106	108	8	8
O=C(Cc1ccccc1)Nc1ccc(NC(=O)Cc2ccccc2)c(Cl)c1	-5	2	3	-0.2	9	104	108	-8	8
CC(C)(O)CC[C@@H](O)[C@](C)(O)[C@H]1CC[C@@]2(O)C3=CC(=O)[C@@H]4C[C@@H](O)[C@@H](O)C[C@]4(C)C3CC[C@]12C (stereo not given in full)	-7	-1	-1	0.2	5	102	97	-11	36
COc1ccc(CNCC(=O)Nc2cc(OC)cc(OC)c2)cc1	8	-11	2	5.0	22	99	104	0	35
COc1ccc(CSc2n[nH]c(C)n2)cc1Br	3	-3	6	9.8	15	106	109	2	38
COc1ccc(C(NC(=O)C(C)C)c2c(O)ccc3ccccc23)cc1OC (stereo not given)	-33	1	0	0.6	12	117	101	2	-22
CC(C)[C@H](NC(=O)c1nn(Cc2ccccc2)c(=O)c2ccccc12)C(=O)O	-29	36*	-2	-0.6	13	97	99	-8	28
CCOC(=O)c1c(N=CN(C)C)c2cc([N+](=O)[O-])cnc2n1C	-1	-2	0	3.2	-11	103	99	-14	24
O=C(CSc1ccc(-c2cccc([N+](=O)[O-])c2)nn1)N1CCCC1	-2	1	-1	-1.7	-15	98	97	2	9
CC1=CC(C)(C)N=C(Nc2nc(C)c3cc(C)cc(C)c3n2)N1	12	-14	1	-0.7	23	124	116	-2	-7
c1ccc2c(c1)[nH]c1c(N3CCN(C4CCCCC4)CC3)ncnc12	24	-12	4	-0.3	x	104	103	-6	x
COC(=O)c1ccccc1NC(=O)CN(c1ccccc1)S(=O)(=O)N(C)C	-24	5	-2	0.4	x	94	96	2	x
COc1ccc(/C=C2/CCc3ccccc3C2=O)cc1OC	-23	2	1	-0.9	49	100	99	-11	-10
O=C(O)CCC(=O)N1CCN(Cc2ccc3c(c2)OCO3)CC1	1	-4	3	1.0	24	103	104	-12	3
Cn1cc(S(=O)(=O)N2CCOCC2)cc1C(=O)NCCc1ccccc1	-7	-2	1	-0.8	4	101	103	-9	18
COc1ncccc1-c1nnn(-c2ccccc2Br)n1	x	x	-6	-1.3	x	80	90	x	x
O=[N+]([O-])c1ccc(N2CCN(S(=O)(=O)c3ccc4ccccc4c3)CC2)cc1NCC1CCCO1 (stereo not given)	1	-1	-3	0.0	13	91	89	-6	-21
COc1ccc(CC(=O)Nc2cc(S(=O)(=O)N3CCCCC3)ccc2C)cc1OC	-17	4	1	4.5	-2	106	105	-6	-16
COc1cc(/C=C(\C#N)C(=O)Nc2ccc(SC(F)F)cc2)cc(OC)c1OC	-5	-3	-1	0.8	-3	97	98	-1	19
COC(=O)c1sc2ccccc2c1-n1cccc1C(=O)C(=O)Nc1ccc(OC)cc1	-12	-18	1	-0.3	5	98	95	-1	-22
Cc1ccc(C(=O)NC2CCSC2=O)cc1 (stereo not given)	2	5	1	-0.5	11	98	101	-3	-4
COc1ccc(N2CC(C(=O)N3CCN(C(=O)c4ccco4)CC3)CC2=O)cc1 (stereo not given)	-8	6	-4	0.0	3	102	99	-2	22
CCN(CC)CCCN(CC(=O)N(C)Cc1ccccc1)C(=O)c1ccc([N+](=O)[O-])cc1	10	4	1	1.0	7	102	107	-8	35
CC1CC(C)CN(S(=O)(=O)c2cccc(C(=O)OCCN3CCCC3=O)c2)C1 (stereo not given)	-29	-7	-1	-1.2	11	104	105	-2	1
Cc1ccc(/C=N/NC(=O)c2ccc(N(C)S(=O)(=O)c3ccccc3)cc2)cc1	-23	3	-9	0.7	25	99	92	-15	28
CCC12CN(C(=O)c3ccc(C)cc3)CC(CC)(CN(C(=O)c3ccc(C)cc3)C1)C2=O	-31	0	1	-1.6	27	119	104	0	-2
Cc1ccc(/C=c2\sc3n(c2=O)CN(c2ccc(Br)cc2)CN=3)o1	7	29*	1	0.7	14	101	101	8	54
CC(=O)c1cccc(NC(=O)CN(c2ccc(F)cc2)S(C)(=O)=O)c1	-2	-1	7	0.1	-12	100	104	-3	-5

Overlap with the part before: 2 compounds, then new ones.
SMILES	FID counter	PfM18AAP inh	MEKK2mut PB1 HTS	OXTR ag	NALP1 yeast inh	MEKK3 PB1 HTS	MEKK2wt PB1 HTS	GPR7 antag	PHOSPHO1 block
Cc1ccc(/C=c2\sc3n(c2=O)CN(c2ccc(Br)cc2)CN=3)o1	7	29*	1	0.7	14	101	101	8	54
CC(=O)c1cccc(NC(=O)CN(c2ccc(F)cc2)S(C)(=O)=O)c1	-2	-1	7	0.1	-12	100	104	-3	-5
CC1(C)COC(c2ccc(F)c([N+](=O)[O-])c2)=N1	8	-1	-1	0.9	19	115	103	-5	2
COc1ccc(NC(=O)c2cccc3c2C(=O)N(C2CCCCC2)C3)cc1	-5	-3	-18	0.1	15	89	87	-4	47
Cc1cc(C)cc(OCC(=O)N/N=C/c2ccco2)c1	-1	1	1	-0.1	-6	101	101	4	13
O=C(NCc1ccc2c(c1)OCO2)c1c(Cl)cccc1Cl	0	5	1	-0.9	10	103	103	-3	8
CCN(CC(=O)NCCc1ccccc1)S(=O)(=O)c1ccc(C)cc1	-18	3	-1	-0.3	40	102	105	-7	-7
CC(C)(C)OC(=O)NCCc1nnc(SCc2ccccc2Cl)o1	-29	-12	9	-1.6	13	110	110	-8	12
COc1ccc(C(=O)c2sc(Nc3ccccc3)nc2N)cc1	-19	-5	3	x	11	109	105	-27	24
N#Cc1ccc(-c2cccnc2)nc1SCC(=O)Nc1sc2c(c1C#N)CCC2	-6	-5	5	6.6	44	109	104	-2	-4
CCC1CCCCN1C(=O)c1c[nH]c2ccc(S(=O)(=O)N(C)c3ccc(Cl)cc3)cc2c1=O (stereo not given)	-4	1	-3	-1.5	-5	97	98	3	17
O=C(Nc1ccccc1N1CCCC1)c1ccco1	-6	8	5	-1.4	5	105	106	-1	11
c1c2c(cc3sc(N4CCCCC4)nc13)OCO2	-5	7	x	-2.7	-3	x	x	-4	11
O=C(CC(=O)N/N=C/c1ccc(O)cc1)N/N=C/c1ccc(O)cc1	-4	14	1	1.3	-10	97	104	0	-20
CN(Cc1ccc(F)cc1)C(=O)c1cc(COc2ccc(F)cc2F)on1	-20	2	4	-1.8	-7	105	102	3	-3
COc1ccc(CCC(=O)NCC(=O)OCc2ccccc2)cc1	-12	-5	3	-0.2	2	98	102	-9	33
CCCCCOc1ccc(Cl)cc1CN1CCOCC1	-2	4	15	-2.7	-13	101	103	-24	-16

One compound at a time, as listed above.
CCN(CC(=O)NCCc1ccccc1)S(=O)(=O)c1ccc(C)cc1 as listed: FID counter = -18; PfM18AAP inh = 3; MEKK2mut PB1 HTS = -1; OXTR ag = -0.3; NALP1 yeast inh = 40; MEKK3 PB1 HTS = 102; MEKK2wt PB1 HTS = 105; GPR7 antag = -7; PHOSPHO1 block = -7
O=C(Nc1ccccc1N1CCCC1)c1ccco1 as listed: FID counter = -6; PfM18AAP inh = 8; MEKK2mut PB1 HTS = 5; OXTR ag = -1.4; NALP1 yeast inh = 5; MEKK3 PB1 HTS = 105; MEKK2wt PB1 HTS = 106; GPR7 antag = -1; PHOSPHO1 block = 11

Bioassay records: PubChem BioAssay, several laboratories
